KDM5B inhibitor: blocks human KDM5B histone demethylase activity; KDM5B demethylase, FDH-coupled NADH fluorescence (FDH is formaldehyde dehydrogenase); Potency, µM (series often up to 57.7 µM), for inactives: at the top dose activity change, negative = inhibition, most hits filed as inhibitors; hit rate 2.6% among 220,000; active = well fitted inhibition curve with a large enough effect; inconclusive = small, poorly fitted or top-dose-only effect; inactive = no such curve, though single readings can be large or run the other way; also: 0% is about no effect; nearly all actives have a fitted effect of over 70% in size
Target sequence (Q9UGL1 whole entry, looked up): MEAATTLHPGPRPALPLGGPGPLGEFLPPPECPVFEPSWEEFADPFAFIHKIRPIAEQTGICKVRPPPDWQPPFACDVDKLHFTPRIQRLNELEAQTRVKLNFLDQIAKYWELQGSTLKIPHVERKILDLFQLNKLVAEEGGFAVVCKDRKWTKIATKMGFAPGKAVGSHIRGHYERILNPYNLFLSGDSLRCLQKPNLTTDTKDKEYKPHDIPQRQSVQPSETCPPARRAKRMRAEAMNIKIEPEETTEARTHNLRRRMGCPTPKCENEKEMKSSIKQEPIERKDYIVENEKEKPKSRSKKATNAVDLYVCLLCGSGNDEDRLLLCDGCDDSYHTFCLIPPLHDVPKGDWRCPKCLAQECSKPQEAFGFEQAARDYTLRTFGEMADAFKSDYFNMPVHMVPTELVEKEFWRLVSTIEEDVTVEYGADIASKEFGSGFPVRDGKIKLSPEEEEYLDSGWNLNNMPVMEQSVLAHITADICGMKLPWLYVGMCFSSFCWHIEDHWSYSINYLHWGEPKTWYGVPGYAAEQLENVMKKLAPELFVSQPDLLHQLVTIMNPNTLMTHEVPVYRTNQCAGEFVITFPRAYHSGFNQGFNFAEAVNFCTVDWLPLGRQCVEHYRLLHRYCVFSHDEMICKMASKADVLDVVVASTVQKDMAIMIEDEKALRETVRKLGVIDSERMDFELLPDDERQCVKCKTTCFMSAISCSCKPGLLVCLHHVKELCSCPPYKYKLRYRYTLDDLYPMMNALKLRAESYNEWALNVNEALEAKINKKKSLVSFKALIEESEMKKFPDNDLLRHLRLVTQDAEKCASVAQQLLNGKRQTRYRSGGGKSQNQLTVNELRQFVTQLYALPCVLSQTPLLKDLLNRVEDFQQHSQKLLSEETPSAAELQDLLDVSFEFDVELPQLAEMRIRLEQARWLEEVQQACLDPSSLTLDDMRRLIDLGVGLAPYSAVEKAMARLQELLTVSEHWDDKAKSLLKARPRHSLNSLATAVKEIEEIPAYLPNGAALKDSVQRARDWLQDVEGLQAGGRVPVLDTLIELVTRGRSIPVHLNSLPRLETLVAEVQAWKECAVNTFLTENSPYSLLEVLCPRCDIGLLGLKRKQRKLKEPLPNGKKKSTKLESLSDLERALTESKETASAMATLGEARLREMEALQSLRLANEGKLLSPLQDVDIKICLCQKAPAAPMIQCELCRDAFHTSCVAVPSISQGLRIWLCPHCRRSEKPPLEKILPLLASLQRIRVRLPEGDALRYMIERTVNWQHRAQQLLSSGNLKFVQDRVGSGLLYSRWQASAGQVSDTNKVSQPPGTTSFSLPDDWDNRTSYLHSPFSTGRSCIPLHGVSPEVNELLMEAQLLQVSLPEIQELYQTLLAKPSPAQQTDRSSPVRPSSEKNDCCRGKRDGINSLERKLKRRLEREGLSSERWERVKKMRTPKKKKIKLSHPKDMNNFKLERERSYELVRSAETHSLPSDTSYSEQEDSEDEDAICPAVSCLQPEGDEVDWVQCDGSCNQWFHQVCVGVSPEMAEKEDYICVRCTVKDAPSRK
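qHTS format, multiple compound concentrations. Buffer 50 mM HEPES pH 7.5/0.01% Tween-20; 200 nM KDM5BΔAP final; 10 min compound preincubation; substrate-mix levels 12.5 µM peptide, 25 µM α-KG, 0.25 mM NAD⁺; 30 min RT; ΔRFU.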
An asterisk follows results filed as active; ? = inconclusive; [ ] = another dose, or the depositor's remark. Potency is read from the fitted curve at half-maximal effect.

SMILES	KDM5B inhibitor
CCC(=O)Nc1nc2ccc(CC(=O)N3CCN(c4ccc(F)cc4)CC3)cc2s1	-5%
O=C(CN1C(=O)c2ccccc2S1(=O)=O)Nc1cccc(S(=O)(=O)N2CCCCC2)c1	-1%
Cc1cc(Nc2cc(Cl)ccc2C)n2nc(Cc3ccccc3)nc2n1	4%
Cc1cccc(OCCc2noc(C3CCCCN3Cc3cccnc3)n2)c1 (stereo unspecified)	14%
Cc1cccc(NC(=O)c2ccc3snnc3c2)c1	7%
Cn1nc(C(=O)Nc2ncc(Cc3cccc(C(F)(F)F)c3)s2)c2ccccc2c1=O	-9%
COCCCn1c(-c2ccc(S(=O)(=O)N3CCOCC3)cc2)csc1=Nc1ccccc1	?
CC1CCCN(C(=O)c2cc3c(s2)CCN(C(=O)c2ccc(Cl)cc2)C3)C1 (stereo unspecified)	-25%
NC(=O)c1nn(CC(=O)NCCc2ccccc2)c(=O)c2ccccc12	7%
COc1cccc(CC(=O)NC(c2cccs2)C2CCCC2)c1 (stereo unspecified)	-4%
O=C(Nc1ccc(OCc2cc(=O)n3ccsc3n2)cc1)c1ccc(F)cc1	-3%
CCCNC(=O)NCC1c2cc(OC)c(OC)cc2CCN1C(=O)NCC (stereo unspecified)	24%
NC(=O)[C@@H](Cc1c[nH]c2ccccc12)NC(=O)[C@@]1(O)C[C@@H](O)[C@H](O)[C@@H](NC(=O)c2ccc(F)c(Cl)c2)C1	17%
CN(CC(=O)NC(C)(C)C)Cc1coc(-c2ccc(Cl)cc2)n1	-4%
Cc1c(O)ccc2c(CN(C)CCO)cc(=O)oc12	?
Cc1cccc(NC(=O)CSc2ccc(-c3sc(-c4ccccc4)nc3C)nn2)c1C	-17%
CCCN1C(CC(C)C)=NS(=O)(=O)c2cc(NC(=O)c3ccco3)ccc21	-5%
NC(=O)c1ccc(S(=O)(=O)NCCc2ccc(-n3cccn3)cc2)cc1	-7%
O=C(c1ccccc1Cl)N1CCN(c2cc(-c3ccccc3)[nH]n2)CC1	-8%
O=C(NCCc1cccs1)c1cc2n(n1)CC(c1ccc(Cl)cc1)OC2 (stereo unspecified)	?
COc1ccc2c(CCNC(=O)c3ccc(C)cc3)c[nH]c2c1	9%
Cc1ccc(OC(C)C(=O)NN)cc1 (stereo unspecified)	25%
O=C(NC1CCCC1)C(c1ccccn1)N(Cc1ccc(F)cc1)C(=O)c1csnn1 (stereo unspecified)	8%
CCCCS(=O)(=O)N[C@@H]1CN(C2CCOCC2)C[C@H]1CN(C)C	-28%
CCN(CC)S(=O)(=O)c1ccc(S(=O)(=O)Nc2cccc(S(N)(=O)=O)c2)cc1	24%
SMILES	KDM5B inhibitor
CC1(C)CCc2c(cc(OCC(=O)c3ccccc3)c3c(-c4ccccc4)cc(=O)oc23)O1	2%
CC(C)c1nnc(C2CN(C(=O)c3cccc(Cl)c3)CC23CCOCC3)o1 (stereo unspecified)	16%
Cc1cn2nc(C(=O)N3CCC(NC(=O)c4ccsc4)CC3)cc2c(=O)[nH]1	?
CSCC(=O)N[C@H]1CCN2C(=O)c3cc(-c4ccc(F)cc4F)ccc3NC(=O)[C@H]12	?
CCc1ccccc1N1C(=O)N(Cc2ccccc2C)c2ccccc2S1(=O)=O	4%
CCC(Sc1nc(-c2ccc(F)cc2)nc2c1Cc1c(CO)cnc(C)c1O2)C(=O)Nc1ccc(F)cc1 (stereo unspecified)	-1%
O=S(=O)(c1ccccc1)c1nc(-c2ccc(F)cc2)oc1N1CCCCCC1	?
CCCc1ccc(CN2CCC(c3nnc(Cn4ccnc4)n3C3CC3)CC2)o1	18%
O=C([C@@H]1C[C@H](F)CN1S(=O)(=O)c1ccc(F)cc1)N1CCOCC1	-11%
O=C(NNS(=O)(=O)c1ccccc1)c1cccnc1	15%
CC1CCCCN1C(=O)CSc1c2c(nc3cc(Cl)ccc13)CCCC2 (stereo unspecified)	0%
CNC(=O)N1CCC(C2CCN(Cc3ccncc3F)C2)CC1 (stereo unspecified)	-39%
CC(=O)Nc1nc2c(C)cc(NC(=O)Nc3ccccc3)cc2s1	9%
Cn1cc(S(=O)(=O)Nc2ccc(OC(F)(F)F)cc2)c(=O)n(C)c1=O	28%
Cc1ccc(C)c(NC(=O)N2CCCCCC2)c1	2%
CCN1c2cc(C(=O)Nc3cccc(SC)c3)ccc2C(=O)N2CCCCC21 (stereo unspecified)	?
COc1ccc(CN2CC3=C(C2=O)C(c2ccc(SC)cc2)NC(=O)N3)cc1 (stereo unspecified)	-2%
O=C(Nc1ccc(F)cc1)c1ccc2c(c1)OCCN(C1CCC1)C2	32µM*
COc1cc(S(=O)(=O)NCCc2c(C)[nH]c3ccccc23)c(C)cc1C	?
O=C(NC[C@H]1CCc2ccccc2O1)c1cccc(-n2cnnc2)c1	44%[activator]
COc1ccc(C(=O)NC(C(=O)N2CCCC2)C2CCN(C(=O)c3ccccc3)CC2)cc1 (stereo unspecified)	12%
Cn1nc(C(=O)N2CCOCC2)cc1C(=O)Nc1cc(F)ccc1F	-3%
Cc1sc(-n2cnnn2)c(C(=O)Nc2ccc3c(c2)OCCO3)c1C	5%
CCC1CCCCN1C(=O)c1sc(-n2nc(C)c(Cc3ccccc3)c2C)nc1C (stereo unspecified)	-11%
COc1ccc(C2CC(=O)c3c(C)nc(Nc4ccc(F)cc4)nc3C2)c(OC)c1 (stereo unspecified)	7%
SMILES	KDM5B inhibitor
COc1cccc(C(c2c(O)cc(C)n(Cc3ccco3)c2=O)N2CCN(c3ccccc3)CC2)c1 (stereo unspecified)	?
Cc1nc(Cn2nc(C3CCCNC3)n(-c3ccccc3)c2=O)cs1 (stereo unspecified)	-10%
OCCNc1nc(Nc2ccccc2)nc2nccnc12	14%
O=C(NC1CC(=O)N(Cc2ccc(F)cc2)C1)c1ccn[nH]1 (stereo unspecified)	-2%
O=C(Nc1ccccc1N1CCCCC1)c1ccc(-c2cc(Cl)ccc2Cl)o1	?
CCOc1ccc(C(=O)Nc2ccc3oc(-c4ccncc4)nc3c2)cc1	-25%
CN1[C@@H](CCC(=O)N2CC[C@@H](O)C2)CNC(=O)[C@@H]2[C@H]1CCN2C1CCOCC1	4%[86.2 µM]
Cc1cccc(Nc2nc(-c3ccc(F)c(C)c3)cs2)n1	-26%
O=C(NC[C@H]1Cn2cc(-c3ccc4c(c3)OCCCO4)nc2CO1)c1ccc2c(c1)OCO2	3%
COCC1CN(C)CC12CCN(S(=O)(=O)c1cc(F)cc(F)c1)CC2 (stereo unspecified)	-31%
Cc1ncc(CO)c2c1Oc1nc(-c3ccc(Cl)cc3)nc(SCC(=O)N3CCCCC3)c1C2	-15%
Cn1ccnc1C(=O)c1cccc(NC(=O)C(=O)NCCO)c1	-16%
N#Cc1ccc(CN2CCC3(CC2)COc2ccccc2C(=O)N3)cc1	-15%
CN(C)C(=O)CN1CCN(Cc2ncc(-c3ccccc3)o2)CC1	-1%
Cc1cnn(CCC(=O)NC2CCc3nnc(C)n3CC2)c1 (stereo unspecified)	-30%
CC1Sc2ccc(C(=O)Nc3nc(-c4ccc(F)cc4)cs3)cc2NC1=O (stereo unspecified)	?
COc1ccc(NC(=O)c2ccc3c(c2)N(C)C2CCCCCN2C3=O)c(OC)c1 (stereo unspecified)	?
CN1CCN(C(=O)c2ccc(CC3CCN(S(C)(=O)=O)CC3)cc2)CC1	-13%
CCCC(=O)N1CCN(c2ccc(NC(=O)c3ccc(N4CCCC4)c([N+](=O)[O-])c3)cc2Cl)CC1	?
CN1C(=O)c2cccn2CC1CNC(=O)Cc1c[nH]c2ccccc12 (stereo unspecified)	-16%
Cc1ccc(C2=NC3(CCN(C(=O)CSc4ccccc4)CC3)ON2)cc1	-28%
N#Cc1c[nH]n2c(NC3CCCC3)c(-c3cccc(Cl)c3)nc12	?
Cc1onc(-c2ccccc2)c1C(=O)N=C(N)c1ccc(Cl)cc1	-1%
CC(C)CC(=O)N1C(C(=O)NCC2CCCO2)COC12CCC(C)CC2 (stereo unspecified)	-3%
CCONC(=O)c1ccc(N(C)C)cc1	-17%

Part of the list above in order of heavy-atom count, lowest first:
SMILES	KDM5B inhibitor
CCONC(=O)c1ccc(N(C)C)cc1	-17%
OCCNc1nc(Nc2ccccc2)nc2nccnc12	14%
Cc1cnn(CCC(=O)NC2CCc3nnc(C)n3CC2)c1 (stereo unspecified)	-30%
N#Cc1c[nH]n2c(NC3CCCC3)c(-c3cccc(Cl)c3)nc12	?
Cc1onc(-c2ccccc2)c1C(=O)N=C(N)c1ccc(Cl)cc1	-1%
CN1C(=O)c2cccn2CC1CNC(=O)Cc1c[nH]c2ccccc12 (stereo unspecified)	-16%
CC(C)CC(=O)N1C(C(=O)NCC2CCCO2)COC12CCC(C)CC2 (stereo unspecified)	-3%
Cc1ccc(C2=NC3(CCN(C(=O)CSc4ccccc4)CC3)ON2)cc1	-28%
CN1[C@@H](CCC(=O)N2CC[C@@H](O)C2)CNC(=O)[C@@H]2[C@H]1CCN2C1CCOCC1	4%[86.2 µM]
COc1ccc(NC(=O)c2ccc3c(c2)N(C)C2CCCCCN2C3=O)c(OC)c1 (stereo unspecified)	?
O=C(NC[C@H]1Cn2cc(-c3ccc4c(c3)OCCCO4)nc2CO1)c1ccc2c(c1)OCO2	3%
Cc1ncc(CO)c2c1Oc1nc(-c3ccc(Cl)cc3)nc(SCC(=O)N3CCCCC3)c1C2	-15%
CCCC(=O)N1CCN(c2ccc(NC(=O)c3ccc(N4CCCC4)c([N+](=O)[O-])c3)cc2Cl)CC1	?
COc1cccc(C(c2c(O)cc(C)n(Cc3ccco3)c2=O)N2CCN(c3ccccc3)CC2)c1 (stereo unspecified)	?

Continuation:
SMILES	KDM5B inhibitor
O=C(Cc1ccc(F)cc1)N1CCC2(COc3ccncc3[S+](=O)([O-])N2)C1 (stereo unspecified)	4%[115 µM]
Cc1ccc(NC(=O)CCn2ccn3nc4c(c3c2=O)CCCC4)cc1C	-15%
CCC(C(=O)Nc1ccc(C(C)=O)cc1)n1cnc2nc3c(cc2c1=O)CCCC3 (stereo unspecified)	-13%
O=C(c1ccc(Cl)cc1)N1CCNc2cnc(Nc3cccc(C(F)(F)F)c3)nc2C1	?
O=C(Nc1ccc2[nH]ccc2c1)c1ccc(-c2ncc3cnc(C4=CCOCC4)cn23)cc1	-26%[86.2 µM]
CCn1ccnc1C1CCN(c2nc3ccccc3o2)CC1	14%
CCOc1cccc(C(=O)N(Cc2ccc(C)o2)C2CCS(=O)(=O)C2)c1 (stereo unspecified)	-3%
CC(=O)Nc1cccc(NC(=O)c2ccc3c(c2)NC(=O)CS3)c1	3%
O=C1NC(=NC2CCCC2)C2(CCN(CC3CC3)C2)N1c1cc(F)cc(F)c1 (stereo unspecified)	21%[115 µM]
NS(=O)(=O)c1ccc(N/N=C/c2cccc(Oc3ccccc3)c2)c([N+](=O)[O-])c1	9%
CCCn1c(=N)c(C(=O)NC(C)c2ccccc2)cc2c(=O)n3ccccc3nc21 (stereo unspecified)	?
COc1cccc(CNC(=O)c2c(C)noc2-c2ccccc2Cl)c1	15%
CSc1ccc(S(=O)(=O)NCC(=O)OCC(=O)N(C)CC(=O)Nc2ccc(F)cc2)cc1[N+](=O)[O-]	?
CCC1CCCCN1S(=O)(=O)c1ccc(NC(=O)c2cc(-c3ccc(Cl)cc3)on2)cc1 (stereo unspecified)	15%
O=C1N2CCCC2CN1C1CCN(Cc2ccsc2)CC1 (stereo unspecified)	0%[86.2 µM]
CC(C)NC(=O)C1=NOC2CN([S+](C)(=O)[O-])CC12 (stereo unspecified)	11%[149 µM]
CCN(CC)c1cc2c(cc1F)c(=O)c(S(=O)(=O)c1ccc(OC)cc1)cn2Cc1ccccc1	?
CC(CC#N)NC(=O)c1cc2ccccc2cc1NC(=O)OC(C)(C)C (stereo unspecified)	40%[activator]
CCOc1ccccc1NC(=O)c1cnc(N2CCOCC2)c2ccccc12	?
CCc1ccc(S(=O)(=O)N2[C@@H]3CC[C@H]2CC(NC(=O)c2ccc(F)cc2)C3)cc1 (stereo partly specified)	1%
CCN(Cc1cn(Cc2ccccc2)nn1)S(=O)(=O)c1ccc(F)cc1Br	3%
O=C1CCCCC(C(=O)NCc2ccc(F)cc2)N1 (stereo unspecified)	-6%
CCS(=O)(=O)N1CCCOCCNC(=O)[C@@H]2CCC[C@@H]21	-5%
Cc1ccc(C2(O)CCN(C(=O)CCn3ccc(=O)[nH]c3=O)CC2)nc1	-8%
COc1ccccc1NC(=O)C1=C(C)Nc2nc(SCc3ccccc3F)nn2C1c1cccnc1 (stereo unspecified)	-1%
SMILES	KDM5B inhibitor
Cc1c(-c2ccccc2)cc(-c2ccccc2)nc1-c1ccccc1	1%
COc1cc(=O)n2c(c1C(=O)NCc1ccc(C(F)(F)F)cc1)CCCC2	7%
CCCCOC(=O)COc1ccc2c(C)c(CCC)c(=O)oc2c1	?
CN(CC(=O)N1CCc2c(c(-c3nncn3CC3CC3)nn2C)C1)S(=O)(=O)c1cnc[nH]1	22µM*
COc1ccc2[nH]c(C(=O)N3CCC4(CC3)CC(c3nc(C)no3)N(C)C4)cc2c1 (stereo unspecified)	?
CCOC(=O)c1ccc(Oc2c(C)oc3cc(O)ccc3c2=O)cc1	?
CCc1ccc(NC(=O)c2ccc(Cn3nc(N4CCN(c5ccccc5)CC4)ccc3=O)o2)cc1	?
CC(C)CNC(=O)C1CCc2ncc(-c3ccsc3)n2C1 (stereo unspecified)	-19%
O=C(NCc1n[nH]c(=S)n1-c1ccccc1Cl)c1ccc(S(=O)(=O)N2CCCCC2)cc1	13%
Cc1ccccc1C(=O)N1CCC(Cc2nc(-c3ccccc3)no2)CC1	-14%
Cc1cnc(C(=O)OCc2ccc(-c3ccccc3C#N)cc2)cn1	16%
COc1ccc(CNC(=O)C2(N3C[C@@H](C)O[C@@H](C)C3)Cc3ccccc3C2)cc1	-30%

Sorted by number of heavy atoms (high to low): part of the list above.
SMILES	KDM5B inhibitor
CN(C)C(=O)CN1CCN(Cc2ncc(-c3ccccc3)o2)CC1	-1%
CCn1ccnc1C1CCN(c2nc3ccccc3o2)CC1	14%
CCS(=O)(=O)N1CCCOCCNC(=O)[C@@H]2CCC[C@@H]21	-5%

Screens from PubChem BioAssay.

Not all compounds are listed, so the mix of outcomes need not match the whole.
